Tb MetRS inh = Trypanosoma brucei MetRS inhibition; purified T. brucei MetRS, ATP depletion, Kinase-Glo luminescence; AID 624268; inhibition, % at 11.9 µM; 360,000 tested, 0.4% active;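 active = inhibition above a per-plate cutoff of the control wells' mean inhibition plus 3 SD, cut at about 5.5% in these data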;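 also: 0% = DMSO wells median and 100% = median of wells with control inhibitor compound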
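System: purified T. brucei MetRS enzyme / Detection: Kinase-Glo luciferase luminescence reporting remaining unconsumed ATP / Medium: HEPES buffer with MgCl2, KCl, DTT, spermine, BSA, pyrophosphatase / Replication: singlicate, one well per compound / Evaluation: percent inhibition relative to median high and low control wells / Schedule: 2 h aminoacylation at 25 °C after 15 min preincubation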
STEP block = blocks human striatal-enriched tyrosine phosphatase; P54829; recombinant STEP, OMFP fluorogenic substrate, fluorescence; inhibition, % at 20 µM; 360,000 tested, 0.25% active;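 active = inhibition at 20 µM, scaled per plate between control wells, above about 37%, limit read from the data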;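 also: 0% = DMSO with enzyme and substrate and 100% = substrate only without enzyme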
Target sequence (P54829 whole entry, looked up): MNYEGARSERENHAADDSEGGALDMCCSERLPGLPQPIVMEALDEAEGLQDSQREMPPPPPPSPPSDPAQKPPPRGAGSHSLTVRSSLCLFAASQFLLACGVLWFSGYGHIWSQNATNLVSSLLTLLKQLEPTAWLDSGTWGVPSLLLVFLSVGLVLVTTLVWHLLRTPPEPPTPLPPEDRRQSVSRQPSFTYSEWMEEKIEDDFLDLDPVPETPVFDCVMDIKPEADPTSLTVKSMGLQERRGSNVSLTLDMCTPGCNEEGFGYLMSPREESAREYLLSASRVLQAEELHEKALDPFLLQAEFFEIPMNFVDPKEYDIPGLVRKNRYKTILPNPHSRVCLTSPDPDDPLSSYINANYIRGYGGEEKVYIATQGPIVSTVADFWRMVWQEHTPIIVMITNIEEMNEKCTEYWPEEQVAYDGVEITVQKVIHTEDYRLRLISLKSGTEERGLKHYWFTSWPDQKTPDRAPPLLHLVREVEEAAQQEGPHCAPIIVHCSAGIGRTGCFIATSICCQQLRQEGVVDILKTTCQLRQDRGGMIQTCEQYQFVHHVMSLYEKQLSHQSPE
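Assay system: isolated STEP enzyme. Buffer or medium: pH 6.0 Bis-Tris with DTT and Tween 20. Also added: fluorogenic phosphatase substrate OMFP at 25 µM final. Dosing: 20 µM, 1% DMSO. Timing: 20 min reaction, room temperature, in the dark. Measured by: fluorescence intensity, excitation 480 nm, emission 540 nm. Evaluation: normalized % inhibition.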
SUMO1 PPI mod = alters human SUMO1 binding to SIM partners; SUMO1 binding to a labelled peptide, TR-FRET, 1 h; inhibition, % at 20 µM; P63165; 360,000 tested, 0.33% active; in the data active = inhibition above about 37%
Target sequence (P63165 whole entry, looked up): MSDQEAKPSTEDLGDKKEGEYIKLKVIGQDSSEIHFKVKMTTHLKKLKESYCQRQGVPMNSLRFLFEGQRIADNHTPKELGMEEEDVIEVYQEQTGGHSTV
Neddyl block = inhibitors of human cullin neddylation; calls only at 25 µM; 360,000 tested, 0.58% active; TR-FRET cullin neddylation, biochemical; in the data active = inhibition above about 36%
SKN-1 block = inhibitors of C. elegans SKN-1. 360,000 tested, 0.49% active. C. elegans VP596 Pgst-4::GFP/RFP ratio, acrylamide-induced, 24 h. inhibition, % at 21.8 µM;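 active = interference check ratio from 0.5 to 1.5 plus GFP to RFP signal ratio inhibition reaching or exceeding a fixed threshold, cut at about 30% in these data, passing the limit was not always enough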; also: some compounds called inactive have numbers as strong as hits
CendR NRP1 mod = NRP-1/CendR interaction modulation. O14786. 360,000 tested, 0.85% active. FAM-RPARPAR peptide binding to NRP-1, fluorescence polarization. AID 602438. inhibition, % at 25 µM;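 active = inhibition or corrected inhibition above about 18%, plus a signal ratio from 0.5 to 1.5, limit read from the data, passing the limit was not always enough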; also: strong numbers were not always called active
LMPTP block = blocks human LMPTP phosphatase; 360,000 tested, 0.22% active; recombinant LMPTP-A, OMFP fluorogenic substrate, fluorescence intensity; inhibition, % at 20 µM; AID 651560;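 active = compounds that cut the enzyme signal by at least half of the control window in the single-dose screen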;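 also: plate controls were DMSO wells with enzyme plus substrate for no effect and substrate without enzyme for full effect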
Target sequence (P24666 whole entry, looked up): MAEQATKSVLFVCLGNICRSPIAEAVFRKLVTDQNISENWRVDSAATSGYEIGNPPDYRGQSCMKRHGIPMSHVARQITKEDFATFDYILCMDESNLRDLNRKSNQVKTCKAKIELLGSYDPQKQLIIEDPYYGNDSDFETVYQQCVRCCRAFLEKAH
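Test system: LMPTP-A phosphatase enzyme; input: 0.625 nM LMPTP-A final; reagent: OMFP substrate, 400 µM final; compound dosing: 20 µM single dose, 3% DMSO; incubation: 50 min dark incubation at room temperature; measured by: endpoint fluorescence intensity from OMFP dephosphorylation; measure: % inhibition relative to no-enzyme and uninhibited control wells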
NadD block = blocks S. aureus nicotinate mononucleotide adenylyltransferase. purified NadD enzyme, colorimetric absorbance read-out. inhibition, % at 20 µM. 360,000 tested, 0.78% active. AID 602399; in the data active = inhibition above about 26%; also: some compounds past the cut are filed as inactive
DNMT1 inh = blocks human DNA methyltransferase DNMT1. DNMT1 molecular beacon, Hinp1I cleavage, fluorescence. inhibition (reported as % activation of signal), % at 10 µM. 360,000 tested, 0.83% active. AID 588458; in the data active = inhibition above about 50%
Scp-1 inhibitor = Scp-1 (human) phosphatase inhibition; Q9GZU7; Recombinant Scp1, phosphopeptide, malachite green phosphate absorbance; inhibition, % at 20 µM; 340,000 tested, 0.88% active; AID 493091;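 active = inhibition above about 50% at 20 µM, limit read from the data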;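 also: plate controls were DMSO wells with enzyme for no effect and wells lacking enzyme for full effect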
Target sequence (Q9GZU7 76-261 limits assumed): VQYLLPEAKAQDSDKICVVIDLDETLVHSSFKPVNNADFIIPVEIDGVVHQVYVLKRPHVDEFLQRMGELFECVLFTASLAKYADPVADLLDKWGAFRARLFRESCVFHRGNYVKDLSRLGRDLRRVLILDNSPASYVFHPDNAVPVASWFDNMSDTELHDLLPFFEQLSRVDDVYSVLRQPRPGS
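Test system: SCP-1 catalytic domain; Buffer or medium: Acidic Tris acetate buffer with magnesium and detergent; Also added: Phosphorylated 17-residue peptide substrate; Compound: single 20 µM dose, 1% DMSO; Schedule: enzyme reaction 45 min at room temperature, colour 5 min, stabilisation 30 min; Signal: Phosphate-binding colour reagent, absorbance read at 630 nm.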
Numbers without * were called inactive; i = inactive; nt = not tested or not shown.

canonical_smiles	Tb MetRS inh	STEP block	SUMO1 PPI mod	Neddyl block	SKN-1 block	CendR NRP1 mod	LMPTP block	NadD block	DNMT1 inh	Scp-1 inhibitor
CC(C)(C)c1ccc(NC(=O)c2cc[n+]([O-])cc2)cc1	-0.5	1	-6	i	6	5	-0.6	-5	2	-3
OC[C@H]1O[C@@H](n2cnc3c(NCc4ccco4)ncnc32)[C@H](O)[C@@H]1O	-0.5	1	5	i	12	0	-0.1	0	1	-4
O=C(O)c1c[nH]c2ccc(S(=O)(=O)N3CCOCC3)cc12	0.0	-2	1	i	-4	-1	0.3	4	12	0
CCC[C@@H]1C[C@@H](C(=O)N[C@@H](C2O[C@H](SC)[C@H](O)[C@@H](O)[C@H]2O)[C@H](C)Cl)N(C)C1 (stereo partly drawn)	0.0	-2	2	i	5	8	-2.1	7	-3	-12
O=C(CCN1C(=O)C2CCCCC2C1=O)N1CCN(S(=O)(=O)c2c(F)cccc2F)CC1 (stereo not drawn)	-0.4	-3	0	i	4	-4	-1.5	-1	2	-4
CCc1ccc([C@@H]2C[C@H]3CN(Cc4ccccc4OC)C(=O)[C@]34CCCN24)cc1	-0.3	-1	-3	i	-6	-12	0.9	1	-5	-3
Cc1ccc(Cl)c(OC(=O)c2nn(C(C)C)c(=O)c3ccccc23)c1	0.7	-1	1	i	16	0	4.0	1	2	-12
CCn1c(=O)c(C(=O)CN(C)Cc2ccc(F)cc2)c(N)n(Cc2ccccc2)c1=O	1.1	-3	-4	i	9	1	-0.5	-12	-1	-7

Compound profiles, from the list above. Order of values: Tb MetRS inh	STEP block	SUMO1 PPI mod	Neddyl block	SKN-1 block	CendR NRP1 mod	LMPTP block	NadD block	DNMT1 inh	Scp-1 inhibitor
Listed for `Cc1ccc(Cl)c(OC(=O)c2nn(C(C)C)c(=O)c3ccccc23)c1` : 0.7	-1	1	i	16	0	4.0	1	2	-12
Listed for `O=C(O)c1c[nH]c2ccc(S(=O)(=O)N3CCOCC3)cc12` : 0.0	-2	1	i	-4	-1	0.3	4	12	0

(listing goes on)
canonical_smiles	Tb MetRS inh	STEP block	SUMO1 PPI mod	Neddyl block	SKN-1 block	CendR NRP1 mod	LMPTP block	NadD block	DNMT1 inh	Scp-1 inhibitor
COc1cc(CNC(=O)C2CCC(=O)N(C3CCCCCC3)C2)cc(OC)c1 (stereo not drawn)	-0.4	-3	-5	i	16	-7	-0.6	1	1	-8
COc1ccccc1N(C)S(=O)(=O)c1ccc(Cl)c(C(=O)Nc2ccncc2)c1	-0.4	-1	-1	i	23	-9	0.2	4	-1	7
COc1ccc(C2=Nc3ccccc3N(C(=O)Cc3cc(OC)cc(OC)c3)C2C(=O)NC(C)(C)C)cc1 (stereo not drawn)	-1.4	nt	-9	i	8	0	-1.3	nt	nt	nt
CCN(CC)CCn1c2ccccc2c2cnc(N=CN(C)C)c(C#N)c21	0.1	-1	-6	i	-2	-2	1.3	4	-5	3
O=C(c1ccco1)N1CCN(c2cc(=O)n(-c3ccc(Cl)cc3)c(=O)[nH]2)CC1	-0.2	-1	12	i	-9	5	-0.5	4	-1	-5
CC(NC(=O)CN(C)Cc1cccc(Cl)c1)c1ccccc1 (stereo not drawn)	0.2	0	25	i	2	9	-0.8	1	-1	-3
CC(C)(OC(=O)c1ccc(C#N)cc1)c1cc2ccccc2c(=O)o1	-0.1	1	2	i	-5	-2	-1.1	-4	0	-8
CCOC(=O)C1=C(C)N=c2s/c(=C\c3ccc(OCC(=O)O)cc3)c(=O)n2C1c1ccc(OC(C)C)cc1 (stereo not drawn)	-0.4	14	1	i	19	-41	0.9	27	-2	7
CCCCOC(=O)Nc1ccc(S(=O)(=O)Nc2ncccn2)cc1	-0.8	-1	-1	i	6	-4	1.2	-6	0	-1
CCCc1nc2ccccc2c(=O)n1N	-0.1	-3	0	i	18	-34	-1.0	-2	4	-5
COCCCNC(=O)c1c(N)n(-c2ccccc2)c2nc3ccccc3nc12	-0.1	-4	-17	nt	33	4	2.0	6	-13	-10
Cc1nnc(SCC(=O)NC2CCCCCC2)n1C(C)C	-0.6	0	3	i	2	13	-0.8	-1	0	4
COc1ccc(NC(=O)CCCn2c(=O)c3sccc3n(Cc3ccccc3)c2=O)cc1	-0.7	1	1	i	5	-4	-0.2	-4	-3	-9
Cc1ccc(C(=O)Nc2ccc3c(c2)OCO3)o1	-1.3	9	5	i	22	-2	-0.5	-1	-11	-12
CSc1ccc(/C=N/NC(=O)CN2CCN(Cc3ccccc3Cl)CC2)cc1	0.0	3	-11	i	1	-6	-0.1	-6	-12	-6
O=C(/C=C/c1ccccc1Cl)Nc1ccccc1	-0.2	5	-7	i	20	9	1.8	-3	2	-24
Cc1ccc(C)c(S(=O)(=O)NCc2ccc(C(=O)N3CCN(c4ccccc4)CC3)cc2)c1	-0.5	2	1	i	-3	8	0.8	0	-2	5
N#Cc1cc(NCC2CCCO2)c([N+](=O)[O-])cc1C#N (stereo not drawn)	-0.2	2	-30	i	17	-8	-0.4	-8	6	-4
Cc1ccccc1CN1C[C@@H]2C[C@@H](c3cn[nH]c3-c3ccccc3)N3CCC[C@@]23C1=O	0.1	1	4	i	2	0	0.1	9	0	-5
Cc1cc(NC(=O)C2C3C(=O)N(Cc4ccc(Cl)cc4)C(C(=O)NC4CCCCC4)C34C=CC2(C)O4)no1 (stereo not drawn)	-1.4	0	3	i	-18	-8	-1.6	-1	2	6
Cc1ccc(C(CNC(=O)c2ccco2)N2CCN(C)CC2)cc1 (stereo not drawn)	-0.5	2	3	i	3	-6	-1.3	-1	3	0
CCSC1=NCCN1S(=O)(=O)c1ccc(Cl)cc1	-0.6	-1	4	i	10	-3	0.7	-2	4	-4
O=C(NC(c1cccnc1)C(F)(F)F)c1cc(COc2ccc3c(c2)CCCC3)on1 (stereo not drawn)	-0.7	-2	-2	i	0	18	3.0	3	-4	-1
CCN1CCN(C(=O)c2ccc(CNS(=O)(=O)c3cccc(OC)c3)cc2)CC1	-0.2	2	-3	i	13	-14	0.4	2	1	1
Cc1cccc2cc(C#N)c(NCCNC(=S)NCCCN3CCOCC3)nc12	-0.5	2	-2	nt	5	-8	-3.5	-2	-3	-5
COc1cc(OC)nc(Oc2ccc(NC(C)=O)cc2)n1	-0.4	-1	2	i	-5	-4	-1.2	1	5	-3
CC(C)N1C(=O)NC2(c3ccccc3)N(C)C(=O)N(C)C12c1ccccc1 (stereo not drawn)	-0.1	-1	-2	i	4	-3	-1.1	-2	-5	-2
CN(C)c1ccc(C2CC(c3cccc(NS(C)(=O)=O)c3)=NN2C(=O)c2ccccc2)cc1 (stereo not drawn)	-0.1	-1	-8	i	12	4	0.4	8	-8	-3
CCCCC(=O)NNC(=S)NC(=O)c1cccc([N+](=O)[O-])c1	-0.4	2	-17	i	4	-1	11	3	1	-8
CC(C)(C)c1cn(-c2ccc(Cl)cc2)c(=S)[nH]1	-0.2	23	1	i	7	3	-1.1	10	-2	0
COCC(=O)N(Cc1cc2cc(C)ccc2[nH]c1=O)c1cccc(C)c1C	5.6*	-1	3	i	21	-2	-1.3	8	2	-2
CN(C)CCNC(=S)Nc1ccc(Cl)cc1	-0.8	1	-2	i	-15	1	-4.6	-5	-1	-2
O/N=C(\c1ccccn1)C1CC1c1ccccc1 (stereo not drawn)	-0.9	-1	-5	i	1	-3	-0.3	0	5	-8
Cn1[nH]c(C(F)(F)F)c(C=Nc2ccc(Cl)cc2)c1=O	-1.1	-2	5	i	12	14	-1.1	3	0	-4
COc1ccccc1C(=O)C1CCCN(C(=O)Nc2ccccc2F)C1 (stereo not drawn)	-0.4	1	0	i	-2	5	-0.9	-4	-1	-9
COc1ccc(-c2nc(CSCC(=O)NCc3ccc4c(c3)OCO4)c(C)o2)cc1	-0.2	2	7	i	18	11	-2.5	-5	2	-4
FC(F)(F)c1cccc(NC(=S)N2CCN(c3cccc(C(F)(F)F)c3)CC2)c1	-0.3	1	0	i	2	20	0.3	0	5	-5
Cc1ccc(C(C(=O)NC2CCCCC2)N(Cc2ccco2)C(=O)Cc2c[nH]c3ccccc23)o1 (stereo not drawn)	-0.8	2	0	i	-3	-3	5.4	0	-9	-9
O=C(NNC(=S)NC1CCCCC1)c1sc2ccccc2c1Cl	-1.0	1	5	i	10	0	-1.4	3	-7	-7
CC(=O)CSc1nc(N)c(C#N)c(-c2cccs2)c1C#N	-0.6	-2	-12	i	2	5	-0.1	5	3	-3
COc1ccc(CNC(=O)CN(Cc2ccc(Cl)cc2)S(=O)(=O)c2ccccc2)cc1	-0.8	-2	-2	i	-12	0	2.6	4	-7	-10
Fc1ccc(-c2onc3ccc(C4OCCO4)cc23)cc1	-1.5	1	-1	i	-8	2	-1.7	-3	5	0
O=C(Cc1ccccc1)Nc1nnc(-c2cccc([N+](=O)[O-])c2)s1	-1.0	0	30	i	-19	12	2.8	1	13	0
COc1cccc(CNC(=O)c2cccc(S(=O)(=O)N3CCN(c4ccc(F)cc4)CC3)c2)c1	-0.4	4	2	i	-14	4	4.2	-3	-8	0
Nc1[nH]n(-c2c(Cl)cc(Cl)cc2Cl)c(=O)c1N=Nc1ccc(S(=O)(=O)Nc2ncccn2)cc1	-0.5	0	-6	i	-1	5	1.5	-2	-2	6
CCNc1ccc(S(=O)(=O)N2CCCCC2)cn1	0.4	1	0	i	6	-2	-0.8	-2	2	-8
S=c1nc(-c2ccccc2)n(CCCN2CCOCC2)c2c1CCCC2	-0.4	-3	-3	i	11	2	2.1	1	3	13
COC(=O)Nc1ccc(S(=O)(=O)Nc2ccccc2F)cc1	-0.5	0	-9	i	-7	7	0.0	10	2	1
COc1ccc(-c2[nH]ncc2CN(C)Cc2cccnc2)c(F)c1	-0.2	2	1	i	0	-8	-4.4	-2	-2	-10
CC(=O)N1CCN=C1SCc1cccc(F)c1	-0.9	2	-4	i	-2	8	-2.2	0	1	-2
Cc1cc(C)c(OCC(=O)OCC(=O)N2c3ccccc3CC2C)c(C)c1 (stereo not drawn)	-0.5	3	4	i	1	-9	1.2	-7	3	-7
O=C(Nc1ccc(C(=O)O)cc1)/C(=C\c1ccco1)NC(=O)c1ccc(Br)cc1	-0.5	1	-14	i	-9	-4	-1.7	-5	4	nt
CCCNc1nc(C)cc(-c2cc(-c3ccccc3)on2)n1	-0.5	-1	5	i	7	-3	0.5	-6	1	1

Assay outcomes as filed in PubChem BioAssay.
